Source: PubChem
S3 lipid droplet – qHTS Assay for Lipid Storage Modulators in Drosophila S3 Cells; Drosophila S3 cells, BODIPY lipid droplet fluorescence, 18-24 h; cells fed with added oleic acid; Potency in µM for hits, for the others lipid storage change, negative = inhibition, % at the top dose, mostly 46.1 µM; hit rate 0.64% among 320,000; AID 2685, 2010; active = well fitted inhibition curve with a large enough effect in the signal ratio, with a control signal flat, not every such curve was filed as active; inconclusive = small, poorly fitted or top-dose-only effect, or effect the other way, or a change in a side signal; the % refers to the signal ratio
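Drosophila S3 cells loaded with oleic acid (400 uM, as added) and compounds at several concentrations; lipid droplets imaged by 488-nm laser-scanning cytometry, 500–530 nm intensity and object ratio to cell channel. Percent activity normalized to 20 uM Triacsin C.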
S3 lipid droplet cell count max – also measured in S3 lipid droplet; calls as there; cell number change, %; measured here: cell count max response;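 cells counted by Cell Tracker Red CMTPX staining in the red channel; peak over a dose series mostly up to 46.1 µM; percent activity relative to internal control wells on each plate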
* hit, by the source's call; i = inactive; ? = inconclusive; . = not tested or not shown; [ ] = dose if it differs, or a comment. % is set by controls: 0 for no effect and ±100 for the full control effect; potency is the fitted concentration of half-maximal effect. The list is partial. The share of hits here may be higher or lower than overall.

SMILES	S3 lipid droplet	S3 lipid droplet cell count max
O=C(N/N=C1\SCC(=O)N1CCc1ccccc1)c1cccs1	?	.
CSc1nc2sc3c(c2c(=O)n1C)CCC3	?	.
CCC(=O)c1cn(CC(=O)Nc2ccc(C)cc2C)c2ccccc12	-4%	-11
Cc1ccc(-n2c(CNc3ccc(F)cc3)nnc2SCC(=O)NCc2ccco2)cc1	i	3
CCOc1ccc(/C=C/C(=O)Nc2ccc3[nH]c(=O)[nH]c3c2)cc1	-9%	-1
CCOC(=O)N1CCC(N(CCN(C)C)C(=S)Nc2ccc(OCC)cc2)CC1	?	.
O=C(COC(=O)/C=C/c1cccc(C(F)(F)F)c1)NC1CCS(=O)(=O)C1 (stereo unspecified)	?	.
COc1cc(CNC2CCCCCCC2)cc(Cl)c1OC	i	14
COCCn1c(=O)[nH]c2cc(C(=O)N3CCN(c4cccc(C(F)(F)F)c4)CC3)ccc2c1=O	?	.
CCCn1nnc(NC(=O)COc2ccc(Cl)cc2)n1	?	.
COC(=O)/C(=C\c1ccc([N+](=O)[O-])o1)NC(=O)c1ccccc1	i	12
COc1ccc(-c2nnnn2C(C)C)cc1	?	.

5 entries already listed, arranged by the number in S3 lipid droplet cell count max, descending.
structure | S3 lipid droplet cell count max
COc1cc(CNC2CCCCCCC2)cc(Cl)c1OC | 14
COC(=O)/C(=C\c1ccc([N+](=O)[O-])o1)NC(=O)c1ccccc1 | 12
Cc1ccc(-n2c(CNc3ccc(F)cc3)nnc2SCC(=O)NCc2ccco2)cc1 | 3
CCOc1ccc(/C=C/C(=O)Nc2ccc3[nH]c(=O)[nH]c3c2)cc1 | -1
CCC(=O)c1cn(CC(=O)Nc2ccc(C)cc2C)c2ccccc12 | -11

Other compounds.
SMILES	S3 lipid droplet	S3 lipid droplet cell count max
CC(CCc1ccccc1)NC(=O)COC(=O)CC1CC2CCC1C2 (stereo unspecified)	8%	10
Fc1ccc(NC(=S)N2CCCc3ccccc32)cc1	8%	-5
Cc1cc(=O)nc2c3ccccc3n(C(C)C(=O)NCCC(C)C)n12 (stereo unspecified)	22%	12
CC(=O)Nc1cccc(OCC(=O)/C=C2\N(C)c3ccccc3C2(C)C)c1	?	.
COc1ccc2c(c1)sc(=N)n2CC(=O)Nc1cc(C)cc(C)c1	23%	.
Cc1ccc2c(c1)N(Cc1ccncc1)C(=O)C(C)O2 (stereo unspecified)	?	.
CCn1c2ccccc2c2cc(NC(=O)N3CCOCC3)ccc21	?	.
CCOC(=O)c1c(C)[nH]c(C(=O)CN2C(=O)NC(C)(C)C2=O)c1C	?	.
COc1ccc(C(=O)NCCn2ccc3ccccc32)cc1OC	i	.
CCOc1ccc(NC(=O)CC)cc1	?	.
O=C(CSc1ncccn1)N/N=C/c1cccc([N+](=O)[O-])c1	7%	-2
CN(C)c1nc(SCC(=O)Nc2ccccc2)nc(N2CCOCC2)n1	?	.
Cc1oc(C(C)(C)C)cc1C(=O)NC1CCN(Cc2ccccc2)CC1	-3%	2
O=C(NCCc1ccccc1)c1ccc(CS(=O)Cc2cccc(Cl)c2)o1 (stereo unspecified)	i	.
COc1ccc(C)cc1NC(=O)Nn1cnnc1	?	.
Cc1ccc(NC(=O)NCC(c2ccccc2)N(C)C)cc1 (stereo unspecified)	?	.
Cc1c(C(=O)Nc2nnc(SCc3ccccc3Cl)s2)cccc1[N+](=O)[O-]	?	.
Cc1cc[n+](CC(=O)Nc2cc(C(F)(F)F)ccc2Cl)cc1	0%	8
O=c1[nH]c(/C=C/c2ccc(OC(F)F)cc2)nc2c1cnn2-c1ccccc1	?	.
Oc1ccccc1CNc1ccc(OC(F)(F)F)cc1	?	.
O=C(Cc1cccc2ccccc12)N1CC[C@@]2(O)CCCC[C@H]2C1	-3%	-16
OC(c1ccccc1)c1nccn1Cc1ccccc1 (stereo unspecified)	?	.
COc1cc(C(=O)NC(=S)NCc2ccco2)cc(OC)c1OC	?	.
O=C(O)c1cccc(Cn2cc(Br)cn2)c1	-1%	1

Structural class, those above containing a nitro group on carbon.
SMILES	S3 lipid droplet	S3 lipid droplet cell count max
COC(=O)/C(=C\c1ccc([N+](=O)[O-])o1)NC(=O)c1ccccc1	i	12
O=C(CSc1ncccn1)N/N=C/c1cccc([N+](=O)[O-])c1	7%	-2
Cc1c(C(=O)Nc2nnc(SCc3ccccc3Cl)s2)cccc1[N+](=O)[O-]	?	.

Following part.
SMILES	S3 lipid droplet	S3 lipid droplet cell count max
Fc1ccc(-c2[nH]ncc2CN2CCN(c3ccc(F)cc3)CC2)cc1	?	.
Nc1ccccc1C(=O)NCCCN1CCOCC1	0%	12
Cn1c(=Nc2ccccc2)sc2ccccc21	?	.
O=C1OCCC1Sc1nc2ccccc2n1Cc1ccccc1 (stereo unspecified)	?	.
C=CCC1(Cl)C(=O)C(Cl)=C(N2CCOCC2)C1(OC)OC (stereo unspecified)	-6%	6
Cn1c(CNC(=O)c2ccc(Cl)c(Cl)c2)nnc1SCC(=O)Nc1sc2c(c1C#N)CCCC2	?	.
N#Cc1ccc(CN2C=NS(=O)(=O)c3ccccc32)cc1	?	.
OCCN1CCN(c2nc(-c3ccccc3O)nc3ccccc23)CC1	6%	5
CCC1CCCCN1S(=O)(=O)c1ccc(NC(=O)CSc2ncccc2C(=O)O)cc1 (stereo unspecified)	3%	2
COc1ccc(OCCNC2CCCC2)cc1	?	.
CC1=CC(=O)C=C(C)C1=NOc1ccc([N+](=O)[O-])cc1	?	.
O=S(Cc1cc(Oc2ccccc2)nc(-c2ccccc2)n1)c1ccccc1 (stereo unspecified)	-16%	-19
CCOc1ccc(NS(=O)(=O)c2ccc(NS(=O)(=O)c3ccc(SC)cc3)cc2)cc1	?	.
Cc1cccc2cc(/C=N/NC(=O)CN3CCCCC3)c(Cl)nc12	-3%	.
CCOC(=O)C1=C(CS(=O)(=O)c2ccccc2)NC(=O)NC1c1ccc(O)c(OC)c1 (stereo unspecified)	17%	7
CN(CC(=O)Nc1cccnc1Cl)S(=O)(=O)c1ccc(Cl)cc1	?	.
Cc1cccc(C)c1NC(=S)N(CCN(C)C)C(C)c1cccnc1 (stereo unspecified)	?	.
O=C(CSc1n[nH]c(=O)n1-c1ccccc1)Nc1ccccc1	1%	-11
CCCC(=O)Nc1ccc(C(=O)COC(=O)c2c(C)noc2C)cc1	?	.
CCCCn1nc(C(=O)NCC(=O)Nc2c(C)cccc2C)c2ccccc2c1=O	?	.
Cc1ccc(NS(=O)(=O)c2cn(C)c(=O)n(C)c2=O)cc1C	13%	7
CC(C)(CN1CCNCC1)NS(=O)(=O)c1ccc(Cl)cc1	?	.
CC(C)(C)c1ccc(S(=O)(=O)Nc2noc3ccccc23)cc1	11%	0
CCN(CC)C(=O)C1CC(=O)N(c2ccc(F)c(Cl)c2)C1 (stereo unspecified)	?	.

Three structures out of the list, sorted by SMILES length, largest number first.
SMILES	S3 lipid droplet	S3 lipid droplet cell count max
CCCC(=O)Nc1ccc(C(=O)COC(=O)c2c(C)noc2C)cc1	?	.
CC(C)(C)c1ccc(S(=O)(=O)Nc2noc3ccccc23)cc1	11%	0
CC(C)(CN1CCNCC1)NS(=O)(=O)c1ccc(Cl)cc1	?	.

Additional structures
SMILES	S3 lipid droplet	S3 lipid droplet cell count max
O=C(NCCCc1ccncc1)C1CCC(=O)N(Cc2ccc(Cl)cc2)C1 (stereo unspecified)	?	.
COc1ccc(-c2nc3ccccn3c2NC2CCCCC2)cc1SC1CCCCC1	?	.
CCOc1ccccc1NC(=O)CN1C(=O)COc2ccc(Cl)cc21	?	.
COc1cccc(C2CC(C(F)(F)F)n3ncc(C(=O)NC(C)(C)C)c3N2)c1 (stereo unspecified)	-21%	-14
CC(Sc1nnc(C(F)(F)F)n1C)C(=O)NC(N)=O (stereo unspecified)	?	.
O=C1CSC(=S)N1/N=C/c1cc(Br)ccc1O	?	.
COCC(=O)Nc1ccccc1Br	?	.
Cc1ccc(S(=O)(=O)N(C(=O)c2ccncc2)c2ccc(OC(=O)c3ccncc3)c3ccccc23)cc1	-30%	-1
Nc1cc2sc(-c3ccc(C(=O)O)cc3)nc2cc1Cl	8%	2
COc1ccccc1OCC(=O)NNC(=O)c1ccoc1C	18%	16
CS(=O)(=O)Nc1ccc(C(=O)NCCc2ccccc2)cc1	?	.
O=C(/C=C/c1cccs1)NC(=S)Nc1ccc(C(=O)O)cc1	3%	.
C/C(=N\NC(=O)Cc1ccccc1)c1ccc(Cl)s1	?	.
O=S(=O)(Nc1ccc2ccccc2n1)c1ccccc1Cl	i[0.369 µM]	0
O=C(C1CCCO1)N1CCN(C(=S)NC2CC2)CC1 (stereo unspecified)	?	.
Cc1cc(C)n(CCC(=O)N/N=C/c2cccc([N+](=O)[O-])c2)n1	?	.
CCOC(=O)c1c(C)cccc1OCC(N)=O	5%	-1
COc1ccccc1-c1cc(C(=O)NCCCN2CCOCC2)no1	?	.
CCCCn1nc(NS(=O)(=O)c2cccc3nonc23)c2cc3cccc(C)c3nc21	-12%	.
CN(C)CCNC(=O)c1scc2c1CCCC2	0%	6
Cc1ccc(C(C(=O)NC2CCCCC2)N(C(=O)c2csnn2)C2CC2)o1 (stereo unspecified)	7%	-29
COCCn1nnnc1C(c1ccc2ncccc2c1)N1CCN(c2ccccc2F)CC1 (stereo unspecified)	?	.
Cc1cccc(NC(=O)c2cc3ccccc3oc2=O)c1	?	.
COc1cc(-c2nnc(SCC#CCO)o2)cc(OC)c1OC	?	.

Part of the list above, in markdown:
| canonical_smiles | S3 lipid droplet | S3 lipid droplet cell count max |
| --- | --- | --- |
| Cc1cccc(NC(=O)c2cc3ccccc3oc2=O)c1 | ? | . |
| C/C(=N\NC(=O)Cc1ccccc1)c1ccc(Cl)s1 | ? | . |
| Cc1cc(C)n(CCC(=O)N/N=C/c2cccc([N+](=O)[O-])c2)n1 | ? | . |
| O=C(C1CCCO1)N1CCN(C(=S)NC2CC2)CC1 (stereo unspecified) | ? | . |
| CCOC(=O)c1c(C)cccc1OCC(N)=O | 5% | -1 |
| COc1cc(-c2nnc(SCC#CCO)o2)cc(OC)c1OC | ? | . |
| COc1ccccc1-c1cc(C(=O)NCCCN2CCOCC2)no1 | ? | . |

Following part.
SMILES	S3 lipid droplet	S3 lipid droplet cell count max
Cc1ccnc(NC(=O)CNC(=O)c2ccccc2Br)c1	?	.
C1CCC(C23CC4CC(CC(C4)C2)C3)NC1 (stereo unspecified)	10%	5
COc1ccc(/C=N/c2sc3c(c2C#N)CCN(Cc2ccccc2)C3)c(O)c1	9%	-5
O=C(COC(=O)c1cccs1)Nc1cccc(Cl)c1	7%	-6
Cc1ccc(-c2nc(CS(=O)CC(=O)NCc3ccco3)c(C)o2)cc1 (stereo unspecified)	18%	-5
CN(C)Cc1c(O)ccc2oc(Cc3ccccc3)cc12	?	.
Cc1ccc(S(=O)(=O)NCC(=O)NCC(=O)OC(C(=O)NC(N)=O)C(C)C)cc1C (stereo unspecified)	?	.
CCOC(=O)Nc1cc(C)c(Cl)cc1OC	-9%	1
Cc1csc(NC(=O)C2CCCCN2S(=O)(=O)c2ccccc2)n1 (stereo unspecified)	?	.
COc1cc(/C=C/C(=O)OCC(=O)Nc2cc(C)on2)ccc1OCC#N	?	.
CSc1ccc(CN(C)CC(=O)NC(C)c2ccccc2)cc1 (stereo unspecified)	0%	-6
COc1ccc(/C=C/C(=O)OCC(=O)NC2CCCCC2C)c(OC)c1 (stereo unspecified)	9%	2
CCCn1c(SCC(=O)Nc2ccccc2C(=O)OC)nc2c1c(=O)n(C)c(=O)n2C	?	.
CCCSc1nc(C)cc(C)c1S(C)(=O)=O	?	.
COc1cc(/C=N/N=C(\N)c2nonc2N)ccc1O	4%	6
O=C(NCC1COc2ccccc2O1)c1ccc(Br)s1 (stereo unspecified)	?	.
C=CCNC(=O)/C(C#N)=C/c1ccccc1[N+](=O)[O-]	?	.
Cn1c(=O)n(C)c2cc(NC(=O)COc3ccc(Cl)cc3)ccc21	1%	3
CC1(C)CC(=O)C=C(N=CC2=C(O)CC(C)(C)CC2=O)C1	?	.
C=CCNC(=O)/C(C#N)=C/c1ccc(OS(=O)(=O)c2ccc(C)cc2)c(OC)c1	?	.
CCOc1cc(NC(=O)c2cccs2)c(OCC)cc1NC(=O)CCC(=O)NCc1ccccn1	?	.
O=C(COC(=O)Cc1c(F)cccc1Cl)Nc1nnc(-c2ccccc2)o1	?	.
CN(C)c1cccc(NC2=CC(=[N+]3CCOCC3)CC(C)(C)C2)c1	?	.
CC1CCN(S(=O)(=O)c2ccc(C(=O)NCc3cccnc3)cc2)CC1	?	.
O=C(CSc1nc(COc2ccccc2)nc2ccccc12)NC1CCCC1	i	-14
COc1cccc(NC2=Nc3cccc4cccc2c34)c1	?	.
Cc1cc(Cl)c(S(=O)(=O)N2CCN(c3ccccc3)CC2)cc1OCC(N)=O	11%	18
O=C(c1cccc(S(=O)(=O)N2CCCC2)c1)N1CCN(c2ncccn2)CC1	1%	17
CCC(Sc1nc2ncccc2[nH]1)C(=O)N1CCOCC1 (stereo unspecified)	25%	6
O=C(CN1CCCC1)Nc1ccccc1Cl	?	.
O=C(COC(=O)c1cc([N+](=O)[O-])ccc1NCc1ccccc1)NC1CCCc2ccccc21 (stereo unspecified)	i	16
COc1ccc(CCC(=O)NCC(c2ccco2)N2CCc3ccccc32)cc1 (stereo unspecified)	?	.
Cc1noc(C)c1COc1ccc(C(=O)OC(C)C(=O)Nc2ccc(S(=O)(=O)N3CCOCC3)cc2)cc1 (stereo unspecified)	?	.
O=C(NC1CCCC1)C(c1ccccc1)N(Cc1ccc(F)cc1)C(=O)c1csnn1 (stereo unspecified)	i	5
CCOc1cc(CNCc2cc(OC)cc(OC)c2)ccc1OC	?	.
CCOC(=O)C1(Cc2cccc(OC)c2)CCN(Cc2ccc(OC)c(O)c2)CC1	1%	13
CCC1=NC(c2ccccc2Cl)N(O)C1(C)C (stereo unspecified)	?	.
